From PubChem
p53ts 32C kill: cytotoxicity in p53ts cells at permissive temperature; AID 924; 0.93% of 130,000 active; H1299-p53A138V at 32C, ATP luminescence viability, 24 h; Potency, µM (doses to about 46.1 µM), for inactives: at the top dose activity change, negative = cytotoxicity, hits mostly cytotoxic;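 also: 0% = DMSO and -100% = full killing by reference compound; nearly all actives have a fitted effect of over 55% in size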
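Cells: H1299 p53ts (A138V), 600/well, pre-incubated 16–30 h at 37C. Cpd up to 46 uM, 24 h, 32C. Readout: ATPlite luminescence, 20 min RT. Normalization: DMSO vs tamoxifen 100 uM. AC50 by Hill equation.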
p53ts 39C kill: p53ts cell cytotoxicity, nonpermissive temperature; H1299-p53A138V viability at 39C, ATP luminescence, 24 h; Potency, µM (top dose mostly 46.1 µM), for inactives: at the highest dose activity change, negative = cell killing, hits mostly cytotoxic; 1.5% of 130,000 active; also: nearly all actives have a fitted effect of over 55% in size
* hit, by the source's call; ? = inconclusive; · = no result given; [ ] = remark or other dose. Calls follow the shape of the dose curve; as a rule, active = well fitted cell-killing curve with a large enough effect; inconclusive = small, poorly fitted or top-dose-only effect; inactive = no such curve, though single readings can be large or run the other way. Unless noted, % is scaled to controls: 0 for no effect and ±100 for the full control effect; potency is read from the fitted curve at half-maximal effect.

SMILES	p53ts 32C kill	p53ts 39C kill
CCCCNS(=O)(=O)c1ccc(NC(=O)C2c3ccccc3Oc3ccccc32)cc1	·	?
CCN(CC)c1ccc(NC(=O)Cn2c(C(C)NC(=O)c3ccccc3)nc3ccccc32)cc1 (configuration not stated)	·	-2.6%
Cc1cc(C)cc(C(=O)Nc2nnc(SCC(=O)N3CCCc4ccccc43)s2)c1	·	20.5%
COc1ccc(C2=NN(C(=O)CSc3nc4ccccc4s3)C(c3ccc(F)cc3)C2)cc1 (configuration not stated)	·	3.1%
COc1ccc(NC(=O)C(Sc2nnc3ccccn23)c2ccccc2)cc1Cl (configuration not stated)	·	-14.5%
CSc1cccc(NC(=O)CCCOc2ccccc2)c1	·	6.6%
C/C(Cn1nc([N+](=O)[O-])cc1C)=N\NC(=O)COc1ccc(Cl)cc1Cl	·	-16.8%
CCCCC(=O)Nc1ccc(C(=O)Nc2ccc(OC)cc2[N+](=O)[O-])cc1	·	-2.1%
COC(=O)c1cc(NS(=O)(=O)c2ccc(NCc3cccnc3)c([N+](=O)[O-])c2)cc(C(=O)OC)c1	·	2.7%
O=C(Nc1ccccc1)C(=O)c1cn(CC(=O)N2CCCCC2)c2ccccc12	·	-30.2%
CNC(=S)N1N=C(c2ccc(C)cc2)CC1c1ccc(OC)c(OC)c1 (configuration not stated)	·	9.6%
CC(=O)N1N=C(C)CC1c1ccc(OCc2ccccc2)cc1 (configuration not stated)	·	3.5%
CCOC(=O)c1c(C)[nH]c(C(=O)COC(=O)[C@H](C)NC(=O)c2ccccc2Cl)c1C	·	-5.5%
CN(Cc1ccccc1)C(=S)NC(=O)c1ccc(-c2ccccc2)cc1	·	-2.6%
O=C(NCc1cccnc1)/C(=C\c1ccc(-c2ccc(Br)cc2)o1)S(=O)(=O)c1ccccc1	·	120.4%[activator]
CN(Cc1ccccc1)c1nc(N)c([N+](=O)[O-])c(NCc2ccccc2)n1	·	-8.3%
COc1ccc(C)cc1N(C(=O)COc1cccc(F)c1)c1nc2ccccc2s1	·	13.2%
CCC1CCC(c2nnc(-c3ccc([N+](=O)[O-])cc3)o2)CC1 (configuration not stated)	·	16.2%
Cc1cccc(NC(=O)COC(=O)Cc2cccc(C(F)(F)F)c2)c1C	·	16.7%
O=C(Nc1nnc(SCc2ccccc2F)s1)c1ccco1	·	-0.6%
Cc1cc(C)cc(NC(=O)C(OC(=O)C2=COCCO2)c2ccccc2)c1 (configuration not stated)	·	10.5%
COc1cc(OC)c(NC(=S)Nc2cccc(C)c2)cc1Cl	·	2.2%
O=C(Nc1nccs1)c1ccc(-c2ccc(Cl)cc2Cl)o1	·	-7.2%
Cc1ccc2[nH]c(O)c(N=NC(=O)C3CC3c3ccccc3)c2c1Br (configuration not stated)	·	-1.7%
Cc1ccc(C)c(SCC(=O)OCC(=O)Nc2ncc(C(F)(F)F)cc2Cl)c1	·	18.8%
OCCNCc1ccc(-c2ccccc2)cc1	·	7.3%
c1ccc(-c2nc3ccccc3c3nc4ccccc4n23)cc1	·	-1.4%
Cc1ccc(N2C(=O)CC(Sc3nc(-c4ccccc4)c4cc(Cl)ccc4n3)C2=O)c(C)c1 (configuration not stated)	·	16.4%
CCN(CC)S(=O)(=O)c1ccc(NC(=O)c2cc(-c3ccccc3)nc3ccccc23)cc1	·	13.0%
O=C(N/N=C/c1ccc(Br)cc1)c1cc[n+](Cc2ccccc2)cc1	·	0.4%
CC(Sc1nc2cc(Cl)ccc2s1)C(=O)Nc1ccc2c(c1)OCO2 (configuration not stated)	·	-9.4%
CCCn1cc(S(=O)(=O)c2ccc(C)c(C)c2)c(=O)c2cc(F)c(N3CCC(C)CC3)cc21	-3.9%	·
COc1ccccc1Nc1ncnc2c1nc1n2CCCCC1	-23.7%	·
CCOc1ccc(NC(=O)N2CCC(CN3CCCCCC3)CC2)cc1	8.3%	·
CS(=O)(=O)CCC(C(=O)Nc1cccc(C(F)(F)F)c1)N1Cc2ccccc2C1=O (configuration not stated)	-3.6%	·
O=C(COCc1cc(-c2ccco2)on1)Nc1ccc(OC(F)(F)F)cc1	-5.9%	·
O=S(=O)(NCc1ccc(Cl)cc1)c1ccc2[nH]c3c(c2c1)CCCC3	?	·
COc1ccc(NC(=O)Cn2c(SCc3ccc(C)cc3)nc3cccnc32)c(OC)c1	?	·
O=C(NCc1ccccc1F)C1CCN(c2nn3cc(-c4ccc(F)cc4)nc3s2)CC1	-6.8%	·
Cc1cccc(CNC(=O)Cn2c(-c3cccs3)cc3ccccc32)c1	-16.7%	·
Cc1cc(F)ccc1NC(=O)C(c1ccccc1)N1Cc2ccccc2C1=O (configuration not stated)	-8.2%	·
COc1cc(OC)c(N(C)C(=O)C2CCCN(c3ncnc4c3nc3n4CCCCC3)C2)cc1Cl (configuration not stated)	3.0%	·
CCN(c1cccc(C)c1)S(=O)(=O)c1cc2c(cc1C)n(C)c(=O)c(=O)n2C	-7.3%	·
COC(=O)c1ccccc1NC(=O)c1ccc(CN2CC(=O)N3CCCCC3C2=O)cc1 (configuration not stated)	-13.4%	·
Cc1cccc(N2CCN(S(=O)(=O)c3ccc4c(c3)CC(=O)N4C)CC2)c1C	-5.9%	·
COc1ccc(CNC(=O)COCc2cc(-c3cccs3)on2)cc1OC	-15.8%	·
COc1ccc(OC)c(-c2noc(N3CCN(c4ccc(Cl)cc4)CC3)n2)c1	-17.0%	·
Cc1cc(F)ccc1NC(=O)C(C(C)C)N1Cc2ccccc2C1=O (configuration not stated)	-6.4%	·
CCOc1ccccc1N(C)C(=O)C1CCCN(c2ncnc3c2nc2n3CCCCC2)C1 (configuration not stated)	-6.4%	·
O=C(NCc1ccccc1)c1nc(-c2ccc(Cl)cc2)n2c1CCCCC2	1.3%	·

Three entries from above, sorted by SMILES length, ascending.
SMILES	p53ts 32C kill	p53ts 39C kill
COc1ccc(OC)c(-c2noc(N3CCN(c4ccc(Cl)cc4)CC3)n2)c1	-17.0%	·
CCOc1ccccc1N(C)C(=O)C1CCCN(c2ncnc3c2nc2n3CCCCC2)C1 (configuration not stated)	-6.4%	·
COc1cc(OC)c(N(C)C(=O)C2CCCN(c3ncnc4c3nc3n4CCCCC3)C2)cc1Cl (configuration not stated)	3.0%	·

(cont.)
SMILES	p53ts 32C kill	p53ts 39C kill
COc1ccc(-c2cn3nc(N4CCCC(C(=O)Nc5cccc(Cl)c5C)C4)sc3n2)cc1 (configuration not stated)	-7.4%	·
CSc1ncc(C(=O)N2CCN(c3cc(C)ccc3C)CC2)c(C)n1	-0.9%	·
COc1cccc(CNS(=O)(=O)c2cc3c(cc2C)n(C)c(=O)c(=O)n3C)c1	-15.2%	·
CCOc1ccc(C2CC(=O)NC(NC(=O)c3cccc(Cl)c3)=N2)cc1 (configuration not stated)	1.5%	·
O=C(COCc1cc(-c2cccs2)on1)Nc1cc(C(F)(F)F)ccc1Cl	-17.4%	·
CC(C(=O)Nc1ccc(OC(F)(F)F)cc1)N1Cc2ccccc2C1=O (configuration not stated)	-5.4%	·
O=C(Cn1c(-c2cccs2)cc2ccccc21)N1CCN(c2ccccc2F)CC1	15.5%	·
COc1ccccc1CNC(=O)CN1C(=O)COc2ccc(S(=O)(=O)NC3CCCC3)cc21	2.0%	·
Cc1ccc(C(=O)NC2=NC(c3ccc(C)cc3)CC(=O)N2)cc1 (configuration not stated)	-4.6%	·
CCCn1c2ccccc2c2cnn(CC(=O)NCCc3ccc(OCC)c(OCC)c3)c(=O)c21	-0.4%	·

Molecules above with an NH in an aromatic ring, in the order listed:
SMILES	p53ts 32C kill	p53ts 39C kill
CCOC(=O)c1c(C)[nH]c(C(=O)COC(=O)[C@H](C)NC(=O)c2ccccc2Cl)c1C	·	-5.5%
Cc1ccc2[nH]c(O)c(N=NC(=O)C3CC3c3ccccc3)c2c1Br (configuration not stated)	·	-1.7%
O=S(=O)(NCc1ccc(Cl)cc1)c1ccc2[nH]c3c(c2c1)CCCC3	?	·

Following part
SMILES	p53ts 32C kill	p53ts 39C kill
CCS(=O)(=O)N1CC(=O)N(c2ccccc2C)C(C)(C(=O)NC2CCCCC2)C1 (configuration not stated)	4.1%	·
COc1cc(OC)cc(C(=O)Nc2ccc3nc(Nc4cccc(C(F)(F)F)c4)cc(C)c3c2)c1	-0.4%	·
O=c1c(S(=O)(=O)c2ccccc2)cn(Cc2ccccc2)c2cc(N3CCCC3)c(F)cc12	-15.4%	·
CCc1ccc(CNC(=O)c2ccc(-n3c(C)cc4c3CCC(C)C4)cc2)cc1 (configuration not stated)	-10.8%	·
CCn1cc(S(=O)(=O)c2cc(C)cc(C)c2)c(=O)c2cc(F)c(N3CCN(c4ccccc4)CC3)cc21	-13.3%	·
CCOc1ccc(CCNC(=O)Cn2c(-c3cccs3)cc3ccccc32)cc1OCC	-8.0%	·
Cc1ccc(NC(=O)CSc2nnc(-c3cc4occc4n3C)n2-c2ccccc2C)cc1F	4.1%	·
COc1cccc(N2CCN(S(=O)(=O)c3ccc4[nH]c5c(c4c3)CCCC5)CC2)c1	-4.1%	·
COc1ccc(-c2noc(N3CCN(c4ccc(Cl)cc4)CC3)n2)cc1OC	-4.3%	·
CCc1ccccc1Nc1ncnc2c1nc1n2CCCC1	5.6%	·
CCOC(=O)C1=C(CN2CCN(c3cccc(OC)c3)CC2)NC(=O)NC1c1ccc(OC)cc1 (configuration not stated)	-0.3%	·
CC1CCN(C(=O)Cn2c(-c3cccs3)cc3cc(Cl)ccc32)CC1	4.2%	·
O=C(Cn1c(-c2cccs2)cc2ccccc21)NCCc1ccc(Cl)cc1	-5.1%	·
CCOc1ccc(CNC(=O)CCS(=O)(=O)c2cc3c(cc2Cl)NC(=O)CO3)cc1OC	-7.9%	·
CCN(C(=O)C1CCN(c2ncnc3c2nc2n3CCCCC2)CC1)c1cccc(Cl)c1	-5.5%	·
COc1ccc(NC(=O)NC(C)c2c(-n3cccc3)sc3c2CCN(C)C3)c(OC)c1 (configuration not stated)	8.4%	·
CCOC(=O)Cc1ccc(NC(=O)N(Cc2ccc(OC)cc2)C2CCN(C(C)=O)CC2)cc1	-12.1%	·
CC(=O)c1ccc(NC(=O)COCc2cc(-c3ccc(F)cc3)on2)cc1	2.3%	·
O=C(Cn1c(-c2cccs2)cc2ccccc21)N1CCN(c2ccc(Cl)cc2)CC1	0.0%	·
COc1cc(NC(=O)COCc2cc(-c3ccc4c(c3)OCO4)on2)cc(OC)c1	?	·
CCc1ccc(CNC(=O)C2CCCN(c3nn4cc(-c5ccc(F)cc5)nc4s3)C2)cc1 (configuration not stated)	-13.2%	·
Cc1ccc(CNC(=O)C(C(C)C)N2Cc3ccccc3C2=O)cc1 (configuration not stated)	-4.1%	·
COc1ccc(C)cc1NC(=O)COCc1cc(-c2cccs2)on1	-2.4%	·
Cc1cc(C)cc(NC(=O)CSc2nnc(-c3cc4occc4n3C)n2-c2ccccc2C)c1	-6.4%	·
CCc1cccc(C)c1NC(=O)COCc1cc(-c2ccc3c(c2)OCO3)on1	-4.6%	·
CCN1CCC(N(Cc2ccc3c(c2)OCO3)C(=O)Nc2ccccc2OC)CC1	-4.9%	·
CCS(=O)(=O)N1CC(=O)N(c2cccc(Cl)c2C)C(C)(C(=O)NC2CCCCC2)C1 (configuration not stated)	-14.0%	·
CC1=C(C(=O)NCc2cccc(Br)c2)C2(CCCCC2)OC1=O	-8.0%	·
Cc1ccc(Cl)cc1NC(=O)COCc1cc(-c2ccco2)on1	-9.2%	·
CN(CC(=O)Nc1cccc(C(F)(F)F)c1)S(=O)(=O)c1ccc2[nH]c3c(c2c1)CCCC3	-5.5%	·
CCCn1c2ccccc2c2cnn(CC(=O)NC(CCSC)C(=O)OC)c(=O)c21 (configuration not stated)	8.5%	·
COC(=O)c1ccc(NC(=O)C(c2ccccc2)N2Cc3ccccc3C2=O)cc1 (configuration not stated)	1.1%	·
COc1ccc(CCNC(=O)Cn2cc(S(=O)(=O)Cc3cccc(Cl)c3)c3ccccc32)cc1OC	-1.8%	·
Cc1cc(Nc2cccc(Cl)c2)nc2ccc(NC(=O)COc3ccc(Cl)cc3)cc12	-5.5%	·
COc1ccc(S(=O)(=O)c2cn(C)c3cc(N4CCOCC4)c(F)cc3c2=O)cc1	-2.2%	·
CCc1ccc(CNC(=O)C2CCN(c3nn4cc(-c5ccc(F)cc5)nc4s3)CC2)cc1	-3.2%	·
CC(=O)c1cccc(N2C(=O)CN(S(C)(=O)=O)CC2(C)C(=O)NC2CCCC2)c1 (configuration not stated)	-5.0%	·
CC(=O)c1ccc(NS(=O)(=O)c2ccc3[nH]c4c(c3c2)CCCC4)cc1	1.5%	·
Cn1cc(S(=O)(=O)c2ccc(Cl)cc2)c(=O)c2cc(F)c(N3CCOCC3)cc21	-1.9%	·
O=C(Cn1c(-c2cccs2)cc2ccccc21)N1CCN(c2ccc(F)cc2)CC1	-1.8%	·
Cc1cc(C)c(NS(=O)(=O)c2ccc3c(c2)CC(C)N3C(=O)C2CCC2)c(C)c1 (configuration not stated)	10.2%	·
COc1ccc(-c2cn3nc(N4CCC(C(=O)Nc5ccccc5OC)CC4)sc3n2)cc1	2.4%	·
Cc1ccc2nc(N(CCCN(C)C)C(=O)c3ccc(Br)s3)sc2c1	-9.0%	·
COc1ccc(Cl)cc1S(=O)(=O)N1CCN(C(=O)c2cc(-c3ccc(Br)cc3)n[nH]2)CC1	6.0%	·
COCCCNC(=O)c1ccc(Cn2c(SCc3ccc(F)cc3)nc3cccnc32)cc1	11.2µM*	·
O=C(Nc1ccc(F)c(Cl)c1)N1CCC(CN2CCc3ccccc3C2)CC1	-11.8%	·
Cc1ccc(Cn2cc(S(=O)(=O)c3cccc(Cl)c3)c(=O)c3cc(F)c(N4CCCCC4)cc32)cc1	-3.0%	·

Not all compounds are listed, so the mix of outcomes need not match the whole.
